Compound activity as filed in PubChem BioAssay.
Growth percent in the NCI-60 one-dose screen (48 h, 10 µM unless noted): 100 = growth as untreated, 0 = no growth, -100 = all killed.
NCI-H460: NCI-H460 lung cancer. 6.8% of 82,000 active. AID 1794736
NCI-H322M: NCI-H322M lung cancer | 2.7% of 80,000 active
NCI-H226: NCI-H226 lung cancer; 3.5% of 79,000 active
SW-620: SW-620 colon cancer | 5.2% of 82,000 active
HCT-15: HCT-15 colon cancer. 5.2% of 82,000 active
HT29: HT29 colon cancer. 7.4% of 81,000 active. AID 1794748
COLO 205: COLO 205 colon cancer. 7.3% of 79,000 active
KM12: KM12 colon cancer cells; 5% of 82,000 active; AID 1794800
HCT-116: HCT-116 colon cancer | 7.3% of 82,000 active
Starred values were filed as active, the others as inactive; . = no result given; & = joins results of further samples. The calls were made as follows: active = growth percent below 10; inactive = the rest. Only part of the results is shown; the hit share may differ from the screen's.

Compound | NCI-H460 | NCI-H322M | NCI-H226 | SW-620 | HCT-15 | HT29 | COLO 205 | KM12 | HCT-116
COc1ccc(CN(C)CC(O)c2ccc(Cl)cc2)cc1 (stereo not drawn) | 96 | 95 | 97 | 100 | 99 | 97 | 102 | 99 | 100
O=C(/C=C/c1ccco1)c1nc2ccccc2n1Cc1ccc(Br)cc1 | 32 | 62 | 48 | . | 10.0* | 29 | 70 | 21 | 8.2*
O=c1[nH]c2ccc([N+](=O)[O-])cc2c(=O)o1 | 103 | 98 | 108 | 105 | 99 | 113 | 109 | 106 | 103
CC1(C)N=C(N)N=C(N)N1c1ccc(CCCCc2ccc(S(=O)(=O)F)cc2)cc1 | 12 | 31 | 37 | 19 | 37 | 8.9* | 42 | 17 | 13
CC(=O)N(N=O)c1ccc(Br)cc1 | 91 | 97 | 86 | 99 | 101 | 98 | 106 | 102 | 102
CC12CCC3(CCC(=O)NCCCNc4ccnc5cc(Cl)ccc45)[C@@](C)(OO[C@]3(C)O1)O2 | 7.1* | 27 | 0.7* | 29 | 6.5* | 11 | 37 | 9.2* | 9.6*
Cc1cc(N=Nc2ccccc2C)ccc1N | 81 | 89 | 71 | 85 | 85 | 103 | 111 | 78 | 78
O=c1[nH]c2ccccc2o1 | 105 | 93 | 94 | 113 | 104 | 97 | 114 | 110 | 110
CC12CCC3C(CCC4CC(=O)CCC43C)C1C/C(=N\O)C2=O (stereo not drawn) | 102 | 110 | 108 | 115 | 97 | 108 | 123 | 112 | 101
NC(CSC(c1ccccc1)c1ccccc1)C(=O)O (stereo not drawn) | 103 | 76 | 89 | 111 | 108 | 102 | 110 | 105 | 101
COC(C(=O)C(O)C(C)O)C1Cc2cc3cc(OC4CC(OC(C)=O)C(OC5CC(O)C(OC)C(C)O5)C(C)O4)cc(O)c3c(O)c2C(=O)C1OC1CC(OC2CC(OC3CC(C)(O)C(OC(=O)C(C)C)C(C)O3)C(O)C(C)O2)C(O)C(C)O1 (stereo not drawn) | -10* | 7.2* | -13* | -12* | 25 | -2.1* | -83* | -10* | -40*
O=C1c2c(Cl)ccc(Cl)c2C(=O)c2c(Cl)ccc(Cl)c21 | 91 | 94 | 81 | 97 | 102 | 98 | 93 | 102 | 98
COc1ccc2c(c1)NP(=S)(Oc1ccccc1)N2 (stereo not drawn) | . | 104 | 97 | 112 | 107 | 104 | 129 | 105 | 112
O=P(O)(O)CCCP(=O)(O)O | 111 | 109 | 99 | 107 | 102 | 99 | 112 | 109 | 103
COc1ccc(-n2c(SC)nc3cc(OC)c(OC)cc3c2=O)cc1 | 102 | 102 | 111 | 99 | 102 | 109 | 108 | 101 | 101
N#C/C=C/c1ccccc1 | 107 | 81 | 96 | 102 | 99 | 93 | 103 | 102 | 99
O=C(/C=C/c1ccccc1Cl)c1nc2ccccc2n1Cc1ccc(F)cc1 | -55* | -42* | -75* | . | -83* | -86* | -83* | -61* | -96*
OCC(c1ccc(Cl)cc1)c1ccc(Cl)cc1 | 103 | 87 | 93 | 100 | 99 | 84 | 117 | 102 | 85
Nc1nnns1 | 110 | 126 | 109 | 103 | 97 | 109 | 105 | 114 | 100
N#C[Se]Cc1cc(-c2ccccc2)n(-c2ccc(S(N)(=O)=O)cc2)n1 | -57* | -5.7* | -29* | -18* | 4.7* | -27* | -83* | -79* | -59*
ClCCN(CCCl)c1ccc(/C=N\Nc2ncccn2)cc1 | 54 | 95 | 73 | 97 | 93 | 100 | 112 | 104 | 87
CSc1nc(N)nc2nnc(NN)n12 | 104 | 101 | 89 | 101 | 106 | 103 | 110 | 105 | 100
NC(=O)CNCc1ccc([As]=O)cc1 (stereo not drawn) | 107 | 120 | 100 | 105 | 106 | 106 | 106 | 103 | 106
CC[C@]12C=CCN3CC[C@@]4(c5ccc(OC)cc5N(C)[C@H]4[C@@](O)(C(=O)OC)[C@@H]1OC(=O)CCC[P+](C1CCCCC1)(C1CCCCC1)C1CCCCC1)[C@@H]32 | 4.6* | 24 | -20* | 3.9* | 77 | -57* | -64* | -63* | 0.2*
CCCC(C)(COC(N)=O)COC(=O)NC(C)C (stereo not drawn) | 110 | 106 | 93 | 103 | 114 | 108 | 111 | 105 | 105
Cc1ccc(CBr)cc1 | 97 | 110 | 98 | 98 | 101 | 112 | 117 | 109 | 103
OC(c1ccc(Cl)cc1)C(c1ccccc1)N1CCCCC1 (stereo not drawn) | 101 | 97 | 97 | 103 | 105 | 86 | 94 | . | 95
Cc1cccc(-c2nc3c(s2)CC[C@@]2(C)C3=CC[C@H]3[C@@H]4CC[C@H](O)[C@@]4(C)CC[C@@H]32)c1 | 91 | 80 | 108 | 85 | 55 | 79 | 105 | 91 | 80
C=C(Cl)CSC(=S)N(CC)CC | 119 | 90 | 96 | 112 | 103 | 92 | . | 100 | 92
Clc1cccc(NC2OOC3(OOC2Nc2cccc(Cl)c2)C2CC4CC(C2)CC3C4)c1 (stereo not drawn) | 105 | 109 | 104 | 103 | 102 | 95 | 113 | 95 | 95
CC(/C=N/N=C(N)N)=N/N=C(N)N | 66 | 35 | 97 | 99 | 98 | 92 | 82 | 73 | 84
Nc1nc(=S)nc(N)[nH]1 | 111 | 102 | 97 | 101 | 101 | 104 | . | 112 | 89
N#Cc1ccc(N)cc1 | 104 | 96 | 101 | 107 | 109 | 116 | 108 | 106 | 99
CCCCCC1(CCSC(=N)N)C(=O)NC(=O)NC1=O | 99 | 110 | 101 | 100 | 96 | 109 | 108 | 110 | 105
O=C1CCC(=O)N1SC(Cl)(Cl)Cl | 108 | 106 | 101 | 100 | 107 | 102 | 112 | 105 | 106
CC(C)CC(C)OC(C[N+](=O)[O-])C(Cl)(Cl)Cl (stereo not drawn) | 101 | 99 | 99 | 103 | 99 | 118 | 114 | 106 | 100
COC(=O)CCN(CCC(=O)OC)CCN1CC1 | 114 | 107 | 113 | 111 | 105 | 104 | 117 | 106 | 107
N#CC(C#N)=Cc1ccc(Cl)cc1 | 113&104 | 101&104 | 98&102 | 105&107 | 102&107 | 110&114 | 104&107 | 104&108 | 97&99
N#CCCCCCCCCC#N | 104 | 115 | 99 | 103 | 96 | 112 | 128 | 108 | 110
O=CC(Br)C(Br)c1ccccc1 (stereo not drawn) | 102 | 103 | 98 | 20 | 78 | 71 | 123 | 96 | 2.8*
NC(=O)N=Nc1c(O)[nH]c(=O)[nH]c1=O | 115 | 121 | 96 | 102 | 119 | 106 | 117 | 107 | 108
COc1ccc(-n2c(Sc3nnc(N)s3)nc3cc(OC)c(OC)cc3c2=O)cc1 | 105 | . | 99 | 105 | 101 | 111 | 110 | 103 | 104
CCCCNC(c1ccc(Cl)cc1)C(O)c1ccc(Cl)cc1 (stereo not drawn) | 7.7* | 51 | 66 | 2.8* | 33 | 4.8* | -71* | 22 | 5.8*
COc1ccc(C2C=C(C)Oc3c2c(=O)oc2ccccc32)cc1OC (stereo not drawn) | 100 | 106 | . | 98 | 102 | 108 | 122 | 105 | 100
CCCCCCCNC(=O)CBr | 105 | 105 | 95 | 104 | 101 | 102 | 102 | 105 | 104
CC(=O)O[C@@H]1C=C2/C(=N/O)CC3C(CCC4(C)C3CC[C@@H]4OC(C)=O)C2(C)CC1 (stereo partly drawn) | 110 | . | 108 | 105 | 105 | 103 | 117 | 104 | 108
CC[C@@H](C)/C=C(C)/C=C/C(=O)c1c(O)c(-c2ccc(O)cc2)cn(O)c1=O | 1.0* | 22 | -1.8* | 20 | 31 | . | 85 | 24 | 17
CCOC(=O)C12C(=O)OC3(C)Oc4ccc([N+](=O)[O-])cc4C1C32 (stereo not drawn) | 109 | 98 | 102 | 106 | 101 | 110 | 114 | 98 | 110
CCOC(=O)[C@@H](C)C[C@H](Cc1ccccc1)NC(=O)c1csc([C@@H](C[C@H](C(C)C)N(C)C(=O)[C@@H](NC(=O)[C@H]2C[C@H](O)CCN2C)C(C)C)OC(C)=O)n1 | 5.0* | 43 | -29* | 25 | 9.8* | 0.3* | -61* | 6.0* | -13*
COc1ccc(CN)cc1OC | 102&124 | 97&135 | 105&113 | 99&111 | 100&103 | 107 | 109&122 | 106&120 | 102&98

Further records
Compound | NCI-H460 | NCI-H322M | NCI-H226 | SW-620 | HCT-15 | HT29 | COLO 205 | KM12 | HCT-116
S=P(SP(=S)(c1ccccc1)c1ccccc1)(c1ccccc1)c1ccccc1 | 107 | 107 | 97 | 99 | 97 | 101 | 118 | 105 | 109
O=C(O)C(CO)NC(=O)C(Cl)(Cl)Cl (stereo not drawn) | 103 | 101 | 94 | 96 | 90 | 99 | 106 | 107 | 105
CC(C)NC(=O)N(CCCCBr)N=O | 106 | 83 | 101 | 104 | 101 | 104 | 106 | 98 | 97
Nc1ncc(Sc2nc3ccc(Cl)cc3c(=O)n2-c2ccccc2)s1 | 113 | 95 | 74 | 107 | 107 | 105 | 111 | 108 | 101
CC(=O)O[C@H](C[C@H](C(C)C)N(C)C(=O)[C@@H](NC(=O)[C@H]1CCCCN1C)C(C)C)c1nc(C(=O)N[C@@H](Cc2ccccc2)C[C@H](C)C(=O)O)c(C(C)C)s1 | 6.5* | 36 | 59 | 27 | 8.7* | 2.4* | -60* | 4.5* | 3.7*
COCC(Br)C(=O)OC (stereo not drawn) | 108 | 104 | 105 | 104 | 101 | 112 | 122 | 106 | 114
CN1CCN(c2ncnc3cc[nH]c23)CC1 | 105 | 110 | 109 | 111 | 111 | 105 | 120 | 109 | 94
CN1CCN(c2ccc3[nH]c(=O)nc(-c4ccccc4)c3c2)CC1 | 109 | 105 | 100 | 107 | 104 | 94 | 107 | 100 | 103
Cc1ccccc1N1CCN(CCO)CC1 | 96 | 107 | 95 | 99 | 111 | 107 | 112 | 109 | 100
C[C@]12CCc3nc(NCCCN4CCOCC4)sc3C1=CC[C@@H]1[C@@H]2CC[C@]2(C)C(=O)CC[C@@H]12 | 103 | 106 | 97 | 114 | 77 | 41 | 115 | 106 | 75
COCc1c(CO)cnc(C)c1O | 94 | 95 | 96 | 94 | 98 | 100 | 105 | 92 | 104
COC12C(COC(N)=O)C3=C(C(=O)C(C)=C(N)C3=O)N1CC1C2N1C (stereo not drawn) | -6.4* | 30 | 64 | 37 | 33 | 8.0* | 46 | 64 | 44
CC(C)=CCC/C(C)=C/CC/C(C)=C/CSCCCN(CCCN1CCN(C)CC1)P(=O)(OC(C)C)OC(C)C | 100 | 105 | 109 | 94 | 98 | 99 | 102 | 110 | 108
C/C(N)=N\c1n[nH]c(NN)n1 | 105 | 103 | 100 | 107 | 109 | 111 | 112 | 103 | 105
O=C(CCl)Nc1ccccc1Cl | 102 | 104 | 98 | 94 | 99 | 107 | 108 | 99 | 101
CC(=O)OC1CCC2C3C(C)CC4=CC(=O)CCC4(C)C3CCC12C (stereo not drawn) | 99 | 102 | 105 | 107 | 176 | 89 | 110 | 123 | 82
CC[C@H](C)[C@H](NC(=O)[C@H]1CCCCN1C)C(=O)N(C)[C@H](CCc1nc(C(=O)N[C@@H](Cc2ccccc2)C[C@H](C)C(=O)OC)cs1)C(C)C | 6.4* | 41 | 29 | 28 | 12 | -3.3* | -64* | 16 | 1.8*
C#CC1(O)CCC2C3CCC4=CC(=O)CCC4(C)C3CCC21C (stereo not drawn) | 102 | 108 | 108 | 99 | 110 | 104 | 94 | 106 | 107
CNCC(Cl)Cl | 108 | 101 | 102 | 98 | 97 | 103 | 125 | 108 | 100
O=C(Cc1cccc([N+](=O)[O-])c1)Nc1ccc(S(=O)(=O)F)cc1 | 106 | . | 93 | 97 | 98 | 93 | 110 | 107 | 100
C/C(=C(\c1ccc(OCCN2CCOCC2)cc1)c1ccc(OC(=O)Cc2ccccc2)cc1)c1ccc(Cl)cc1 | 98 | 91 | 103 | 99 | 91 | 77 | 106 | 99 | 76
CC(C)OC(=O)Nc1ccccc1 | 110 | 97 | 103 | 100 | 101 | 101 | 108 | 97 | 99
Cc1ccc(N2CCNCC2C)cc1 (stereo not drawn) | 109 | 106 | 105 | 105 | 100 | 100 | 107 | 106 | 106
S=P(NC1CCCCC1)(NC1CCCCC1)NC1CCCCC1 | 103 | . | 102 | 104 | 99 | 116 | 111 | 108 | 101

Full records, looked up by structure:
CC(=O)O[C@H](C[C@H](C(C)C)N(C)C(=O)[C@@H](NC(=O)[C@H]1CCCCN1C)C(C)C)c1nc(C(=O)N[C@@H](Cc2ccccc2)C[C@H](C)C(=O)O)c(C(C)C)s1 in the list: NCI-H460: 6.5*; NCI-H322M: 36; NCI-H226: 59; SW-620: 27; HCT-15: 8.7*; HT29: 2.4*; COLO 205: -60*; KM12: 4.5*; HCT-116: 3.7*
C#CC1(O)CCC2C3CCC4=CC(=O)CCC4(C)C3CCC21C (stereo not drawn) in the list: NCI-H460: 102; NCI-H322M: 108; NCI-H226: 108; SW-620: 99; HCT-15: 110; HT29: 104; COLO 205: 94; KM12: 106; HCT-116: 107

Exported with values under each structure: 2 of the compounds above
Results follow in this order: NCI-H460, NCI-H322M, NCI-H226, SW-620, HCT-15, HT29, COLO 205, KM12, HCT-116
> CC(C)OC(=O)Nc1ccccc1
    110, 97, 103, 100, 101, 101, 108, 97, 99
> Cc1ccc(N2CCNCC2C)cc1 (stereo not drawn)
    109, 106, 105, 105, 100, 100, 107, 106, 106
